# EP2 antag: inhibitors of human EP2 prostaglandin E2 receptor; P43116; C6 glioma cells expressing human EP2, cAMP TR-FRET; cells stimulated with saturating PGE2; inhibition, % at 25 µM; 260,000 compounds, 0.52% hits; AID 1422;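 active means percent inhibition above 40 after rounding to a whole number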;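 further: rat C6 glioma host cells with rolipram phosphodiesterase inhibitor present; the protocol text gives 20 µM as final concentration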
# Target sequence (P43116 whole entry, looked up): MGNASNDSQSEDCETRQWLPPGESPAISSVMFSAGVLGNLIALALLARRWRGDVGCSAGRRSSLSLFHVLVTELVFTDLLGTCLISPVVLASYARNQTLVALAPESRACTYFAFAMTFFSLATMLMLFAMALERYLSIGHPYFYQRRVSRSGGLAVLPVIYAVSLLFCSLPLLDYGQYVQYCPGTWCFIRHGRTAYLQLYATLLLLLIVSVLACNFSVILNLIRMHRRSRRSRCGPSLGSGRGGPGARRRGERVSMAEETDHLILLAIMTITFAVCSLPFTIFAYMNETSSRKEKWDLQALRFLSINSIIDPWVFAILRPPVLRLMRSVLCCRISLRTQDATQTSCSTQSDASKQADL
# EP2 modulator: modulates human prostaglandin E2 receptor EP2 signaling; 260,000 compounds, 0.83% hits; P43116; EP2-expressing cells, cAMP HTRF FRET, PGE2 co-stimulation; induction, % at 25 µM;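 active means compounds whose cAMP rise, as percent of the full-agonist control response, exceeds 60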;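 further: rat C6 glioma line stably carrying human EP2 under a CMV promoter; the protocol text gives 20 µM as final concentration; 100% = response of wells given 1 µM PGE2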
# * = called active by the depositor.
Compound	EP2 antag	EP2 modulator
CC(=O)c1cc(C(=O)NC(c2ccncc2)c2ccccc2C)cs1 (configuration not stated)	1	-24
CCc1cc2c(C)ccc(C)c2nc1SCC(=O)Nc1nc(C)cs1	3	42
CN(C)C(=O)CSc1nnc2c3ccccc3nc(C(C)(C)C)n12	10	-24
CCCCSCc1nc2nc(Cl)c(Cl)nc2[nH]1	19	-13
COC(=O)c1c(NC(=O)C2CC2)sc(C(=O)Nc2cccc(C)c2C)c1C	13	23
Cc1ccc2cc(CN(C(=S)NC(C)c3ccccc3)C3CCCC3)c(=O)[nH]c2c1C (configuration not stated)	13	50
CCN(CC)CCNc1nc2c(c(=O)[nH]c(=O)n2C)n1Cc1ccccc1Cl	6	-17
NC1=NC(=O)C(CC(=O)Nc2ccc3ccccc3c2)S1 (configuration not stated)	8	-26
COc1ccc(C(O)CN2CCC(O)(c3cccc(C(F)(F)F)c3)CC2)cc1 (configuration not stated)	7	-60
CCOc1cc(CN2CCN(C(=O)c3c(OC)cccc3OC)CC2)ccc1OC	11	-9
O=C(CN1CCC(NC(=O)c2cccc(F)c2)CC1)Nc1ccc(Br)cc1	9	-84
C=CCn1c(COc2c(C)cccc2C)n[nH]c1=S	7	6
O=C(CCc1cc(Cl)no1)NC1(c2ccccc2)CCCC1	4	4
CNS(=O)(=O)c1ccccc1C(=N)c1ccccc1	11	6
COc1ccc2[nH]c(=O)c(CN(Cc3ccccc3OC)C(C)=O)cc2c1	9	-3
O=C(NNc1nc2c(c(=O)[nH]1)C1(CCCCC1)Cc1ccccc1-2)c1ccccc1	10	45
CCn1cc(S(=O)(=O)N2CCCC(COc3cccc(OC)c3)C2)c(C)n1 (configuration not stated)	8	-33
CCc1nnc(NC(=O)CSc2nnc(COc3cccc(C)c3)n2C)s1	6	6
COc1ccc(Cl)cc1-n1cnnn1	5	-19
Cc1ccc(-n2nnnc2SCC(=O)Nc2nc3ccccc3s2)c(C)c1	11	-52
Cc1ccc(S(=O)(=O)N2CCC(C(=O)N(Cc3cccs3)C3CC3)CC2)cc1	5	-17
CC(c1ccccc1F)n1cc(C(=O)NCCN2CCCCC2)nn1 (configuration not stated)	11	-37
Cc1cccc(N(C(=O)c2snc(C(N)=O)c2N)C(C(=O)NC2CCCC2)c2ccc(C)o2)c1 (configuration not stated)	6	23
CCOC(=O)C(CC)n1c(Br)nc2c1c(=O)[nH]c(=O)n2C (configuration not stated)	10	19
Cc1cccc(NC(=O)CNCc2cccs2)c1C	10	-49
CC1CCN(c2nc3c(c(=O)[nH]2)CN(Cc2cccn2-c2cccnc2)CC3)CC1	8	6
CCn1c(COc2cccc(C)c2C)nnc1SCC(=O)N1C(C)CCCC1C (configuration not stated)	4	-36
c1ccc(C2CCC(N3CCN(Cc4ccccn4)CC3)CC2)cc1 (configuration not stated)	10	-5
CC1CCCN(C(=O)C2CCN(Cc3ccc4c(c3)OCO4)CC2)C1 (configuration not stated)	11	-15
CCn1c(COc2ccc(Br)cc2)nnc1SCC(=O)NCc1ccccc1	7	20

# Shown field by field: entries from further up.
c1ccc(C2CCC(N3CCN(Cc4ccccn4)CC3)CC2)cc1 (configuration not stated)
  EP2 antag = 10
  EP2 modulator = -5
CCCCSCc1nc2nc(Cl)c(Cl)nc2[nH]1
  EP2 antag = 19
  EP2 modulator = -13
CNS(=O)(=O)c1ccccc1C(=N)c1ccccc1
  EP2 antag = 11
  EP2 modulator = 6

# More compounds follow.
Compound	EP2 antag	EP2 modulator
CCOC(=O)c1c(NC(=O)CSc2nnc(-c3cccc(C)c3)o2)sc(C(C)=O)c1C	9	8
CC1(C)Oc2ccc3ccc(=O)oc3c2/C(=C\Nc2ccccc2)C1=O	6	49
Cc1cc(C)nc(N2CCC(CNC(=O)Cc3ccc(F)cc3)CC2)n1	8	-9
C=CCOc1ccc(Cl)cc1C1C2=C(CCCC2=O)NC2=C1C(=O)CCC2	23	-4
Cc1cc(C)c2nc(SCC(=O)NC3CCCC3)cc(C)c2c1	12	60
Cn1cnc([N+](=O)[O-])c1SCC(=O)O	15	39
CC(C)C(=O)Nc1nnc(SCC(=O)N(C(C)C)C(C)C)s1	4	-5
CCCN1CCC(CNC(=O)c2cnn(-c3ccc(F)cc3)c2)CC1	4	-19
N[C@@H](Cc1ccc(F)cc1)C(=O)O	11	30
COC(=O)C1C(=O)C2=C(CC1C)Nc1ccccc1NC2c1cccc(Cl)c1Cl (configuration not stated)	8	-3
Cc1nc2ccc(C(=O)Nc3ccccc3Cl)cc2s1	9	-52
COCCNS(=O)(=O)c1ccc2c(c1)NC(=O)C(C)(C)O2	3	0
C[N+](C)(C)CCN(Cc1cccs1)c1ccccn1	55*	14
O=C1OC2(CCCCC2)OC(=O)C1=Cc1ccc([N+](=O)[O-])o1	26	-96
COc1ccc(C(=O)CSc2nnnn2C2CCCCC2)cc1	9	-22
CCOc1ccc(NC(=O)C2(C)Cc3ccccc3C(=O)O2)cc1 (configuration not stated)	8	-50
CCOc1ccc(NC(=O)CSc2nnc(-c3ccco3)n2CC)cc1	15	8
COCCCN1C(=O)C(O)=C(C(C)=O)C1c1ccc(Cl)cc1Cl (configuration not stated)	15	24
O=C(Nc1cnn(C23CC4CC(CC(C4)C2)C3)c1)C1CC(c2c(F)cccc2Cl)=NO1 (configuration not stated)	14	20
Cc1nc2c(c(=O)[nH]1)CCN(Cc1ccc(F)cc1)C2	5	-29
CCOC(=O)C1C(=O)C=C(c2cccc(NS(C)(=O)=O)c2)CC1c1cccs1 (configuration not stated)	6	-7
CC1CCN(S(=O)(=O)c2ccc(-c3nnc(SCC(N)=O)o3)cc2)CC1	13	24
Clc1ccc(-c2nsc3c(N4CCNCC4)ncnc23)cc1	10	2
COc1ccc(N(CC(=O)NC2CCCC2)C(=O)c2ccc(-c3ccccc3)[nH]2)cc1OC	11	12
COc1cc(C2Nc3ccccc3C(=O)N2c2ccccc2F)cc(OC)c1OC (configuration not stated)	9	-5
C(=Nc1cnc2ccccc2c1)c1ccc2ccccc2n1	14	0
CCN(CC)CCCN1C(=O)C(=O)/C(=C(\O)c2ccc(C)cc2)C1c1ccc(C)o1 (configuration not stated)	4	-2
CCOc1ccc(NC(=O)COC(=O)C2CC(=O)N(c3ccc(C)cc3)C2)cc1 (configuration not stated)	11	-8
N#Cc1ccccc1NC(=O)c1ccc2c(c1)OCCO2	12	-13
O=c1oc2ccc(Cl)cc2cc1-c1nnc(-c2ccc(Cl)cc2)o1	6	10

# Given with two lines to a compound: part of the list above.
# Each structure is followed by: EP2 antag | EP2 modulator
- Cc1cc(C)c2nc(SCC(=O)NC3CCCC3)cc(C)c2c1
→ 12 | 60
- Cn1cnc([N+](=O)[O-])c1SCC(=O)O
→ 15 | 39
- CC(C)C(=O)Nc1nnc(SCC(=O)N(C(C)C)C(C)C)s1
→ 4 | -5
- CCCN1CCC(CNC(=O)c2cnn(-c3ccc(F)cc3)c2)CC1
→ 4 | -19
- N[C@@H](Cc1ccc(F)cc1)C(=O)O
→ 11 | 30
- COC(=O)C1C(=O)C2=C(CC1C)Nc1ccccc1NC2c1cccc(Cl)c1Cl (configuration not stated)
→ 8 | -3
- Cc1nc2ccc(C(=O)Nc3ccccc3Cl)cc2s1
→ 9 | -52

# Carrying on:
Compound	EP2 antag	EP2 modulator
O=C(Nc1cccc2c1CCCC2)C1CCN(S(=O)(=O)c2ccc(-n3cnnn3)cc2)CC1	8	-84
O=c1cc(CF)[nH]c(=S)[nH]1	8	17
COc1cc2c(cc1CN(Cc1cccnc1)C1CC(C)(C)NC(C)(C)C1)OCO2	4	-7
COc1ccccc1C(=O)OC(C)CN1CCN(C)CC1 (configuration not stated)	10	-3
COC(=O)c1cccc(NC(=O)CSc2nnc3c4c5c(sc4nc(C4CC4)n23)CCCC5)c1	14	-62
C[n+]1c2ccccc2c(-n2c3ccccc3c3ccccc32)c2ccccc21	17	-122
O=C(NCCn1nc(-c2cccs2)ccc1=O)c1cccs1	4	-27
Cc1cc(C)c(NC(=O)CSc2nnc3c4c5c(sc4nc(C)n23)CCCC5)c(C)c1	6	-18
CC(=O)N/C(=C\c1ccccc1)C(=O)NCC1CCCO1 (configuration not stated)	8	12
CCCn1nnnc1NC(=O)c1cccc(Cl)c1	9	-9
Cc1cc2c(cc1C)/C(=C/C(=O)c1ccccc1)NC(C)(C)C2	13	58
CCn1c(COc2ccc(Cl)cc2)nnc1SCC(=O)NC(C)(C)C	10	5
O=C1NC(=S)S/C1=C\c1ccc(Cl)c(Cl)c1	13	-54
COc1ccc2c(c1)OC1(CCN(CC(O)c3ccc4ccccc4c3)CC1)CC2O (configuration not stated)	9	-95
COCCNC(=S)N(Cc1cc2cc(C)cc(C)c2[nH]c1=O)C1CCCC1	11	-1
Cc1cccc(NC(=O)N(Cc2cccnc2)Cc2cc3cc(C)ccc3n3nnnc23)c1	6	-49
N=C(N)SCCSC(=N)N	15	19
CCc1ccc(C(C(=O)NC2CCCC2)N(Cc2cccnc2)C(=O)c2csnn2)cc1 (configuration not stated)	9	6
Cc1sc2nc(C(C)C)nc(N3CCN(C(=O)C4CC4)CC3)c2c1C	6	-23
O=C(CSc1nnc(-c2cc3ccccc3cc2O)o1)Nc1ccc(Cl)c(Cl)c1	17	-34
CC(=O)c1csc(NC(=O)c2cc(=O)c3cc(C)c(C)cc3o2)n1	0	1
COC(=O)c1c(NC(=O)COc2ccccc2C)sc(C(=O)N2CCCCC2)c1C	13	25
Cc1cc2cc(C(c3nnnn3CC3CCCO3)N3c4ccccc4CC3C)c(=O)[nH]c2cc1C (configuration not stated)	6	33
COC(=O)CC1=C(C(=O)OC)C(c2cccc(F)c2)C(C#N)=C(N)O1 (configuration not stated)	6	-18
C[C@H]1CC(C)(C)C[C@@](OCCN2CCCCC2)(c2ccccc2)C1	53*	7
Cc1cc(=O)[nH]c2cc3oc4ccccc4c3cc12	13	8
Cc1cc(NN)n2ncnc2n1	7	0
COc1ccc(S(=O)(=O)N2CCCC2)cc1C	16	8
Cc1ccc2cc(C(c3nnnn3Cc3ccc(F)cc3)N3CCCc4ccccc43)c(=O)[nH]c2c1C (configuration not stated)	15	-10
Cc1sc(N(Cc2ccco2)C(=O)C2CC2)nc1C(=O)Nc1ccc(Cl)cc1	14	-13

# Next part.
structure | EP2 antag | EP2 modulator
c1ccc(C2CC(c3ccco3)n3ncnc3N2)cc1 (configuration not stated) | 3 | -22
CCOC(=O)c1sc(NC(=O)c2cccc(F)c2)nc1C | 14 | 2
CCC(=O)N(Cc1cccs1)Cc1cc2cc(C)c(C)cc2n2nnnc12 | 12 | -69
Cc1ccc(CSc2nc3sc4c(c3c(=O)n2C)CCCC4)cc1 | 8 | 3
CNC(=O)c1cc2c(=O)n3cc(C)ccc3nc2n(CCCOC)c1=N | 9 | -33
O=C(NCc1cccnc1)C1CC(c2ccc(Cl)c(Cl)c2)=NO1 (configuration not stated) | 8 | -86
CC(=O)n1c(COS(C)(=O)=O)nc2ccccc21 | 9 | 4
COc1cccc(CN(CCCn2ccnc2)Cc2ccccc2F)c1 | 9 | 33
COc1ccc2[nH]c(=O)c(CN(CCCN(C)C)C(=O)Nc3ccccc3Cl)cc2c1 | 16 | -35
Cc1cc(/C(O)=C2/C(=O)C(=O)N(CCCN3CCOCC3)C2c2cccnc2)ccc1OC(C)C (configuration not stated) | 15 | 52
COC(=O)c1ccc(NC(=S)NC(=O)c2cccnc2)cc1 | 8 | -74
CCC(c1nnnn1C(C)(C)C)N(CCc1ccccc1)Cc1cc2cc(C)c(C)cc2[nH]c1=O (configuration not stated) | 7 | 15

# Going on with the list:
structure | EP2 antag | EP2 modulator
COc1ccccc1[C@@H]1C[C@H](OC(=O)c2cccc(N(C)C)c2)C(=O)N1C | 8 | -45
COc1ccc(CCNC(=O)c2ncoc2-c2cccs2)cc1 | 11 | -46
O=C(O)CCc1nc2ccccc2[nH]1 | 6 | 19
COc1ccc(Cl)cc1NC(=O)C1=C(C)NC(=S)NC1c1ccccc1 (configuration not stated) | 13 | -32
COc1ccc(C2=C/C(=C/c3cccc(OC)c3OC)C(=O)O2)cc1OC | 9 | -80
COc1cccc(C2C(C(C)=O)=C(O)C(=O)N2CCc2ccc(OC)c(OC)c2)c1 (configuration not stated) | 7 | -7
CCOc1ccccc1NC(=O)CSc1nc(-c2cccs2)cc(C(F)(F)F)n1 | 6 | 15
OC(CN1CCN(c2cccc(Cl)c2)CC1)C(c1ccccc1)c1ccccc1 (configuration not stated) | 10 | 46
CC1(C)CC(=O)c2sc(NC(=O)CC3CCCCC3)nc2C1 | 14 | -24
Cc1cc2c(cc1C)C(O)CC1(CCN(CC(=O)NC3CCCCC3)CC1)O2 (configuration not stated) | 5 | -4
Cc1ccc(-c2nnn(CC(=O)Nc3nnc(C)s3)n2)o1 | 4 | -2
COC(=O)c1c(N)sc(C(=O)Nc2cc(C)ccc2C)c1C | 25 | -23

# Next part:
structure | EP2 antag | EP2 modulator
ClC(=Nc1cccc2ccccc12)N(c1ccccc1)c1ccccc1 | 40* | 38
COc1cccc(C(=O)OCC(=O)N2CCc3ccccc32)c1 | 8 | 2
CCNC(=S)N(CCN(C)C)Cc1cc2cc(CC)ccc2[nH]c1=O | 9 | 63*
CCC(C)(C)n1nnnc1CN(Cc1cccs1)Cc1cc2ccc(C)cc2[nH]c1=O | 10 | 38
Cc1cc(C(=O)NCCNC(=O)c2ccccn2)c2cccc(Cl)c2n1 | 6 | -57
CCCC(=O)N(CC)Cc1cc2cc(OC)ccc2[nH]c1=O | 7 | -6
CCOC(=O)Cc1csc(NC(=O)CSc2nc3cc(OC)ccc3cc2C#N)n1 | 20 | 26
Cc1cc(NS(=O)(=O)c2ccc(NC(=O)COc3ccc(C(C)C)cc3)cc2)no1 | 6 | -8
Cc1nc2c(C(=O)Nc3ccc(F)c(Cl)c3)snc2c(=O)[nH]1 | 16 | -26
COc1ccc(OC)c(-c2[nH]nc3c2C(c2c(Cl)cccc2Cl)C(C#N)=C(N)O3)c1 (configuration not stated) | 11 | 4
Cc1ccc2[nH]c(=O)c(CN(Cc3ccco3)C(=O)Cc3ccccc3)cc2c1 | 3 | -26

# Not all compounds are listed; the hit share may differ from the screen's.
